Assay outcomes: PubChem, several laboratories
Wee1 degr inh = Wee1 degradation inhibitors, primary screen, cell-based, HeLa, Wee1K328M-luciferase, luminescence. Wee1-like protein kinase (Homo sapiens), P30291. HeLa Luc-Wee1K328M stability; 100% = proteasome inhibitor MG132 effect. reporter increase, % at 5 µM. 220,000 tested, 1.2% active. AID 1321, 2008;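 active = activation above the mean of all tested compounds plus 3 SD, set per screening run, cut at about 8.8% in these data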;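 note: cells exposed to compound for 20 h before luminescence read; 0% = DMSO alone and 100% = MG132 at 30 µM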
RBBP9 inh = human RBBP9 inhibitors, primary screen, biochemical, fluorescence polarization, FP-Rh probe, HTS. 220,000 tested, 0.2% active. recombinant RBBP9. inhibition, % at 7.94 µM. AID 1515, 2009;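 active = inhibition above the campaign mean of all tested compounds plus 3 SD, cut at about 14% in these data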;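 note: plate controls were DMSO wells with RBBP9 for no effect and wells lacking RBBP9 protein for full effect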
Target sequence (O75884 whole entry, looked up): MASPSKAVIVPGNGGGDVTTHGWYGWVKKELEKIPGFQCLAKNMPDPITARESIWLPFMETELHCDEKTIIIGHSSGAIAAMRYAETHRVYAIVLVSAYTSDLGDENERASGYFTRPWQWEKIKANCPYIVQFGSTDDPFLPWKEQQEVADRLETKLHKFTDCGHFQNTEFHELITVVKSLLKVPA
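Measured by: FP readout at 525/598 nm; material: recombinant human RBBP9; also added: Serine-hydrolase probe FP-Rh, 375 nM pre-mixing; medium: Tris buffer pH 8.0, NaCl, Pluronic; replication: one well per compound; doses: one concentration, 7.94 µM nominal, 0.794% DMSO; timing: preincubation 30 min plus labeling 45 min at 25 °C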
Ba/F3 V617F tox = reduced viability of JAK2V617F-dependent Ba/F3 cells, primary screen, JAK2V617F inhibitor project, cell-based, Ba/F3 EpoR-JAK2V617F, luminescence; AID 1446, 2008; inhibition, % at 5.6 µM; 220,000 tested, 1.1% active; ATP luminescence;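 active = inhibition above the campaign mean plus 3 SD over all tested compounds, cut at about 24% in these data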;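 note: cytokine-independent growth of Ba/F3 cells driven by EpoR plus mutant JAK2; 0% = DMSO-treated cells and 100% = JAK inhibitor I control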
PPC-1+TRAIL kill = compounds killing PPC-1 cancer cells with TRAIL present, primary screen, TRAIL potentiator project, ATPLite luminescence, uHTS; 220,000 tested, 0.41% active; PPC-1 cells + TRAIL, ATPLite viability luminescence; AID 1443, 2008; cell killing (% activity), % at 4 µM;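 active = cell killing above 50% in the first pass at 4 µM, then a duplicate retest at 5 µM averaging 50% or more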;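 note: plate controls were cells with TRAIL plus DMSO for no effect and medium-only wells lacking cells for full effect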
TNF death inh = inhibitors of TNF-alpha triggered necroptosis, primary screen, cell-based, Jurkat FADD-/-, single concentration. Jurkat FADD-/- TNF necroptosis rescue, ATP luminescence, 24 h; 0 = TNF only, 100 = no-TNF cells. 220,000 tested, 0.068% active. activation (protection from cell death), % at 10 µM;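 active = activation, meaning protection from cell death, of at least 50% relative to plate controls; inactive = activation below 50%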;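 note: necroptosis triggered by 40 ng/mL TNF-alpha added together with compound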
CHOP inhibitor = inhibitors of CHOP promoter induction, primary screen, cell-based, unfolded protein response, luciferase reporter; CHO-K1 CHOP-promoter luciferase, tunicamycin-induced, 15-18 h; inhibition, % at 10 µM; 220,000 tested, 3.8% active; AID 2732, 2010;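 active = compounds that reduced the stress-induced luciferase reporter signal by more than about 70% of percent inhibition, limit read from the data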;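 note: 0% = tunicamycin plus vehicle and 100% = wells without tunicamycin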
TRPML3 agonist = human TRPML3 channel agonists, primary screen, cell-based, HEK293 TRPML3-YFP, Fluo-8 calcium fluorescence, 3 µM; 220,000 tested, 0.29% active; Mucolipin-3 (Homo sapiens), Q8TDD5; activation, % at 3 µM; 100% = the carbachol control signal;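 active = activation above its plate's cutoff, the mean activation of the plate's test wells plus 3 SD, cut at about 12% in these data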;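 note: 0% = DMSO only wells and 100% = carbachol wells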
Target sequence (Q8TDD5 whole entry, looked up): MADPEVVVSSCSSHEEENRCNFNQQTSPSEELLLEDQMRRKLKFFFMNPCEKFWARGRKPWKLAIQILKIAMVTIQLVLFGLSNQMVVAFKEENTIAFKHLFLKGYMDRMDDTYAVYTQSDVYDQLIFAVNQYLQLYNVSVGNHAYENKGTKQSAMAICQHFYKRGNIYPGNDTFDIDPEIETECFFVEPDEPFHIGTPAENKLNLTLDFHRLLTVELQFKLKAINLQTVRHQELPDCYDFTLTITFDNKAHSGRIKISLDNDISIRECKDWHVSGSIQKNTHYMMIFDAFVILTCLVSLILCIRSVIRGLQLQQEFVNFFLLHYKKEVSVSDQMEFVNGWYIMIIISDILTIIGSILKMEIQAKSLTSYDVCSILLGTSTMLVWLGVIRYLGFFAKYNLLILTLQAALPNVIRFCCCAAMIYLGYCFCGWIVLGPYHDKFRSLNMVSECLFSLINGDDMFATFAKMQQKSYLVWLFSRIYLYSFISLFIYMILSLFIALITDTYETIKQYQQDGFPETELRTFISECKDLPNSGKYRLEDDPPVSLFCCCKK
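Test system – HEK293 line with stable expression of human TRPML3-YFP channel · Control set – carbachol 87 µM final as high control (100%), DMSO as low control (0%) · Signal – Fluo-8 calcium dye fluorescence, ex 470-495, em 515-575 nm · Incubation – 1-h 37 °C dye load, 5-s basal, 120-s post-compound reads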
BaF3 parental = parental Ba/F3 cell viability inhibition, counter-screen for JAK2V617F inhibitor project, murine pro-B, CellTiter-Glo luminescence; CellTiter-Glo ATP luminescence; inhibition, % at 5.6 µM; 220,000 tested, 1.1% active; AID 1486, 2009;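 active = inhibition above a per-campaign cutoff, the mean inhibition of all tested compounds plus 3 SD, cut at about 27% in these data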;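 note: 0% = DMSO wells and 100% = JAK Inhibitor I control wells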
TRPN1 ag = zebrafish TRPN1 channel agonists, primary screen, cell-based, HEK293, calcium fluorescence | activation, % at 3 µM | 220,000 tested, 0.18% active | transient receptor potential cation channel N1 (TRPN1/NompC), Danio rerio | AID 1424, 2008 | HEK293 zebrafish TRPN1-YFP, Fluo-8 calcium fluorescence; 100% = response to 87 µM carbachol;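 active = activation above its plate's cutoff, the mean activation of test wells on that plate plus 3 SD, cut at about 19% in these data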;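 note: 0% = DMSO alone and 100% = 87 µM carbachol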
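Material: zebrafish TRPN1-YFP in HEK293 cells; Doses: single test compound dose, 3 µM nominal, 0.3% DMSO; Timing: dye loading 1 h at 37 °C, then 30 min room temperature; Technique: intracellular calcium fluorescence with Fluo-8; Benchmarks: high carbachol 87 µM, low DMSO alone.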
An asterisk follows results filed as active.

SMILES	Wee1 degr inh	RBBP9 inh	Ba/F3 V617F tox	PPC-1+TRAIL kill	TNF death inh	CHOP inhibitor	TRPML3 agonist	BaF3 parental	TRPN1 ag
Cc1cccc(C(=O)c2ccccc2C(=O)O)c1O	-2.1	8.0	-0.8	4.4	-0.6	-7.8	-0.3	0.0	0.7
CC(C)NC(=O)CCn1nc(-c2ccc(Cl)cc2)c2ccccc2c1=O	0.1	-7.3	-2.2	22.1	0.0	4.6	-0.1	1.0	-1.3
O=C(/C=C/c1ccco1)Nc1ccc(C(=O)N2CCOCC2)cc1	4.0	-1.1	1.2	20.9	-0.6	-8.9	0.3	3.8	1.1
Clc1ccc2nnc(Cl)n2n1	0.1	-6.3	-1.5	12.5	0.7	-8.6	0.7	0.4	1.1
COc1ccc(F)cc1S(=O)(=O)Nc1ccc(C)cc1	-2.1	-2.4	3.3	5.5	-1.4	34.2	0.4	6.6	-2.3
Cc1cc(C)n2nc(CCCO)nc2n1	6.4	3.2	5.0	7.0	-0.4	-0.1	0.6	10.0	-0.1
COc1ccc(C(C)=O)cc1COc1ccc(-n2cnnn2)cc1	3.8	-7.3	2.1	27.4	0.4	10.9	0.8	3.0	1.2
CCN1CCCC1CNC(=O)c1ccc(N2CCOCC2)c(NS(=O)(=O)c2ccc(OC)cc2)c1 (configuration not stated)	3.0	-10.6	-2.0	-1.1	0.6	29.1	0.6	-1.4	1.8
Cc1ccc(-c2nnn(CC(=O)N(Cc3cccs3)C(C(=O)NC3CCCCC3)c3ccco3)n2)o1 (configuration not stated)	-2.4	-7.5	5.4	-4.5	-5.7	17.2	0.7	6.3	-1.1
CCOC(=O)C1(C(F)(F)F)N=C(c2cccnc2)OC(N2CCOCC2)=N1 (configuration not stated)	-3.5	-3.1	-0.4	10.5	-3.1	-1.5	0.1	4.1	0.5
Cc1cc(C(=O)NCc2ccc(Cl)cc2)n(-c2ccccc2)n1	1.1	1.8	-4.2	-1.0	1.5	9.3	0.0	-1.9	-1.3
CCCn1c(SCC(=O)OCC)nc(C(F)(F)F)cc1=O	-1.6	-1.0	4.8	-26.5	-0.2	8.5	-0.1	8.4	-2.6
COCc1cc(C)nc(Nc2ccc(C)cc2C)c1C#N	-2.1	-5.5	-1.1	19.5	-0.4	55.6	0.6	3.2	0.2
O=C(CNc1n[nH]c(=O)[nH]c1=O)N/N=C/c1ccccc1	3.6	4.8	1.0	5.4	1.7	8.8	1.3	1.9	0.1
CCOc1ccc(C(=O)NCCN(C)C)cc1	0.8	-0.3	0.0	9.9	-1.0	2.5	0.6	2.6	0.1

Continued (2 carried over from the part before).
SMILES	Wee1 degr inh	RBBP9 inh	Ba/F3 V617F tox	PPC-1+TRAIL kill	TNF death inh	CHOP inhibitor	TRPML3 agonist	BaF3 parental	TRPN1 ag
O=C(CNc1n[nH]c(=O)[nH]c1=O)N/N=C/c1ccccc1	3.6	4.8	1.0	5.4	1.7	8.8	1.3	1.9	0.1
CCOc1ccc(C(=O)NCCN(C)C)cc1	0.8	-0.3	0.0	9.9	-1.0	2.5	0.6	2.6	0.1
Cc1ccc(Cn2c(S(=O)(=O)O)nc3ccccc32)cc1	-0.1	-4.1	5.5	6.9	-2.0	37.7	0.5	8.0	0.8
NC(=O)C1CCN(Cc2nc(-c3cccs3)no2)CC1	-1.0	0.7	-2.9	4.3	3.9	6.9	0.5	0.4	2.7
COc1ccc(-c2csc(Cc3nnc4n3CCCCC4)n2)cc1OC	1.9	-4.5	-0.9	-2.6	-5.8	26.3	0.1	5.0	1.0
C=C(c1cccc2ccccc12)P(=O)(O)O	-0.4	-5.1	2.7	9.8	-0.6	51.8	0.5	1.4	1.2
COc1ccc(OC)c(C2=NOC(C(=O)Nc3cccc(C(C)=O)c3)C2)c1 (configuration not stated)	-0.9	-9.7	-2.1	9.7	0.7	29.9	-0.4	3.2	0.5
Cc1ccc(CNC(=O)C(C(=O)NCc2ccc(C)o2)c2ncc(C(F)(F)F)cc2Cl)o1	-3.7	2.7	-5.9	7.3	0.5	23.7	-1.2	0.3	-2.7
Cc1ccc(N=C2NC(=O)/C(=C\c3ccsc3)S2)c(C)c1	4.5	-10.0	-3.3	0.8	0.4	71.8*	-0.2	0.5	-0.7
CN1CCC(N(C)C(=O)CNC(=O)c2ccc(C(C)(C)C)cc2)CC1	-1.9	-7.1	1.8	14.6	1.4	21.2	0.8	-0.8	1.3
CC(C(=O)N(C)C)N(C#N)c1nc(N(C)C)nc(N(C)C)n1 (configuration not stated)	-0.1	2.4	-2.2	3.1	-0.2	-14.9	0.9	-1.0	1.0
Clc1ccc(-c2cnc3n2CCC3)cc1	-0.4	-4.6	-1.4	-10.8	-1.1	-9.6	-0.2	0.5	-0.9
Cc1ccc(S(=O)(=O)C2CCCCC2=O)cc1 (configuration not stated)	1.6	-0.3	-1.5	-6.3	0.9	-0.5	0.7	4.9	0.7
CC(=O)n1cc([C@@H]2C=C(C(=O)N3CCN(Cc4ccc5c(c4)OCO5)CC3)O[C@H](OCCCCO)C2)c2ccccc21	7.5	0.9	0.1	-6.6	-0.3	22.9	0.7	-0.2	2.3
COC(=O)c1nnn(CC(=O)NC(=O)Nc2cccc(Cl)c2C)c1C(=O)OC	3.0	2.7	-2.7	-13.4	0.9	20.5	1.0	0.2	2.0
Cc1ccc(NC(=O)CSC2=C(C#N)C(c3ccc4c(c3)OCO4)CC(=O)N2)cc1C (configuration not stated)	-0.1	1.1	4.8	34.7	2.3	37.8	-0.7	8.2	1.9
CC1Cc2ccccc2N1CC(=O)NCc1ccc2c(c1)OCO2 (configuration not stated)	0.8	1.3	-3.5	1.8	0.2	2.2	-0.3	-0.2	-0.5

Retrieved by structure from the entries so far (four):
SMILES	Wee1 degr inh	RBBP9 inh	Ba/F3 V617F tox	PPC-1+TRAIL kill	TNF death inh	CHOP inhibitor	TRPML3 agonist	BaF3 parental	TRPN1 ag
COc1ccc(-c2csc(Cc3nnc4n3CCCCC4)n2)cc1OC	1.9	-4.5	-0.9	-2.6	-5.8	26.3	0.1	5.0	1.0
CC(C(=O)N(C)C)N(C#N)c1nc(N(C)C)nc(N(C)C)n1 (configuration not stated)	-0.1	2.4	-2.2	3.1	-0.2	-14.9	0.9	-1.0	1.0
Cc1ccc(NC(=O)CSC2=C(C#N)C(c3ccc4c(c3)OCO4)CC(=O)N2)cc1C (configuration not stated)	-0.1	1.1	4.8	34.7	2.3	37.8	-0.7	8.2	1.9
NC(=O)C1CCN(Cc2nc(-c3cccs3)no2)CC1	-1.0	0.7	-2.9	4.3	3.9	6.9	0.5	0.4	2.7

Further entries.
SMILES	Wee1 degr inh	RBBP9 inh	Ba/F3 V617F tox	PPC-1+TRAIL kill	TNF death inh	CHOP inhibitor	TRPML3 agonist	BaF3 parental	TRPN1 ag
Cc1cc(C(=O)COC(=O)c2ccc(O)cc2)c(C)n1Cc1ccco1	4.7	-4.1	-0.6	-12.4	-1.9	8.7	1.1	6.0	1.7
Oc1ccc(Cl)cc1-c1cc(C(F)(F)C(F)F)nc(-c2ccccc2)n1	1.5	-7.9	-6.3	22.5	-1.3	-31.1	0.7	-0.6	-0.4
COC(=O)c1cc(C#N)c(N2CC(C)OC(C)C2)nc1C (configuration not stated)	-0.3	-0.3	2.5	-0.5	-1.0	8.9	0.3	1.6	-0.1
CSc1ccccc1-n1nnnc1SCc1ccccc1	-1.9	-2.9	-4.2	-7.1	-0.8	-11.8	3.2	2.1	-1.1
CS(=O)(=O)N(CC(=O)Nc1ccc(S(=O)(=O)N2CCCC2)cc1)c1cccc(F)c1	2.8	0.5	2.2	11.7	1.6	17.1	1.0	2.7	5.4
CC(C)(C)OC(=O)N1CCC(C(=O)O)CC1	0.9	-11.9	-2.3	16.6	0.5	36.0	1.6	0.7	-0.7
Cc1ccc(NC(=O)CC2S/C(=N/N=C3/NC(=O)CS3)NC2=O)cc1 (configuration not stated)	3.4	-0.4	-2.1	10.2	-0.4	-12.6	0.5	2.4	1.9
CCOc1ccc2nc(/N=C/c3c(C)[nH]n(-c4ccc(C)cc4)c3=O)sc2c1	2.6	-6.2	7.6	35.4	-2.3	11.5	0.4	12.9	-1.2
Cc1ccccc1C(=O)OC(C)CN1CCOCC1 (configuration not stated)	-2.8	-7.3	-1.9	14.4	0.0	-3.3	0.6	3.8	2.4
COc1ccc(Nc2nnc(SCC(=O)Nc3cc(C)on3)s2)cc1	2.2	-3.0	-0.7	-6.0	-1.4	84.9*	-0.6	4.5	-0.9
CCOC(=O)C1=C(c2ccccc2)NC(SCC(=O)NC2CCCCC2)=C(C#N)C1c1ccco1 (configuration not stated)	-0.8	-8.6	-3.3	17.9	0.5	4.5	0.4	3.3	0.6
COc1ccc(N(C=O)C(=S)SC)cc1	-0.5	-2.8	-4.1	-17.0	-0.4	20.0	0.1	-4.5	0.5
CCC(=O)N(C)CCc1cc2c(c(OC)c1/C=N/NS(=O)(=O)c1ccc(C)cc1)OCO2	-0.2	-3.0	-3.1	6.2	2.1	3.0	1.3	0.4	1.4
CCn1c(C)nc([N+](=O)[O-])c1C(=O)O	0.9	-7.6	-0.2	-4.5	0.2	4.7	0.9	-0.8	0.7
COc1ccc(S(=O)(=O)NC2CCCCC2)cc1C	-0.1	-5.5	-1.0	37.6	1.4	82.9*	0.0	3.8	-0.9
Cc1cc2ncn(CCOc3ccccc3C#N)c2cc1C	-0.6	11.2	-3.4	3.8	0.0	22.1	0.6	2.6	0.1
COC(=O)c1cc(NC(=O)Cc2coc3cc(OC)ccc23)cc(C(=O)OC)c1	-5.0	-18.1	0.1	1.3	-8.4	33.4	-1.1	2.4	0.5
